RGS7-Gao – RGS7-Galphao binding modulators, primary screen, biochemical, multiplexed bead flow cytometry; AID 1439, 2008; binding response (% of control), % at 10 µM; actives lie on both sides; Guanine nucleotide-binding protein G(o) subunit alpha (Homo sapiens), P09471; actives 0.35% (n = 220,000); in the data active means binding response below about 49% or above about 150%; inconclusive means no clear call, values can overlap the other calls; inactive means in between;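 further: fluorescent Galphao held in activated GDP-AlF4 state binding bead-coupled RGS7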
Target sequence (P09471 whole entry, looked up): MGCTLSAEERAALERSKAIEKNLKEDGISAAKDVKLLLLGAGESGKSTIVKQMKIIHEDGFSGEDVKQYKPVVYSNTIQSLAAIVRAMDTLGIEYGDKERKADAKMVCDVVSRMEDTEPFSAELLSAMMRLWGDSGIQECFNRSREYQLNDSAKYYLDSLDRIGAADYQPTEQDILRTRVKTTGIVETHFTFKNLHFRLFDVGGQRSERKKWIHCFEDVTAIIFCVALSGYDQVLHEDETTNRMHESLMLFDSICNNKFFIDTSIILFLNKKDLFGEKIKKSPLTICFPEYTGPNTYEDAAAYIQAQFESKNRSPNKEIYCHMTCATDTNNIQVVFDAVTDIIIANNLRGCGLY
Bfl-1 Bim block – inhibitors of Bim binding to Bfl-1, primary screen, biochemical, multiplexed, bead-based flow cytometry; Bcl-2-related protein A1 (Homo sapiens), Q16548; Bim-Bfl-1 binding inhibition; inhibition, % at 10 µM; actives 0.12% (n = 190,000); AID 1008, 2008;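 further: 0% = wells without compound plus tracer and 100% = blocker peptide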
Bim-Bcl-B – inhibitors of Bim-Bcl-B binding, primary screen, biochemical, multiplexed, human Bcl-2 family. inhibition, % at 10 µM. AID 951, 2007. actives 0.073% (n = 190,000). Bcl-2-like protein 10 (Homo sapiens), Q9HD36. bead-based flow cytometry, Bim peptide-Bcl-B binding;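 further: 0% = tracer peptide without compound and 100% = reference inhibitor peptide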
Target sequence (Q9HD36 whole entry, looked up): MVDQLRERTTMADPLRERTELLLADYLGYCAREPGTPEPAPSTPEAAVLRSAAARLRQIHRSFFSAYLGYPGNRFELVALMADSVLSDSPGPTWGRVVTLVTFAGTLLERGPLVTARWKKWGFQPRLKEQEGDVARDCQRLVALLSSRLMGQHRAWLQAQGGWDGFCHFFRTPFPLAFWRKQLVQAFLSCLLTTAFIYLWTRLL
Bim-Bcl-2 – inhibitors of Bim-Bcl-2 binding, primary screen, biochemical, multiplexed, human Bcl-2 family. Bead-based flow cytometry, Bim peptide-Bcl-2 binding. inhibition, % at 10 µM. Apoptosis regulator Bcl-2 (Homo sapiens), P10415. AID 950, 2007. actives 0.06% (n = 190,000); in the data active means inhibition above about 40%; inconclusive means no clear call, values can overlap the other calls;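 further: 0% = no compound wells with probe peptide and 100% = reference peptide inhibitor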
Target sequence (P10415 whole entry, looked up): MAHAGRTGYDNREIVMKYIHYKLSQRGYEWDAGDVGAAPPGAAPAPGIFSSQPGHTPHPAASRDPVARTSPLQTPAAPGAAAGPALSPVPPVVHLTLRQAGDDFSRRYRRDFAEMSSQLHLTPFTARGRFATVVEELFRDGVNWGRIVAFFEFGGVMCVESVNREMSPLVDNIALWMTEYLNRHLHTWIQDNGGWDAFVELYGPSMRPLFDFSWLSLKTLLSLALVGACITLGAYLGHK
Avidin fluor – green autofluorescence of compounds with avidin beads – biophysical, 488/530 nm, flow cytometry, artefact control, profiling panel; compound fluorescence 488/530 nm; active compounds read high; fluorescence (KMESF) at 10 µM; actives 0.38% (n = 220,000); in the data active means fluorescence above about 47; further: inactives centre near 10
ABCG2 inh – ABCG2 efflux pump inhibitors, primary screen, multiplex with ABCB1, IgMXP3 cells, flow cytometry; Broad substrate specificity ATP-binding cassette transporter ABCG2 (Homo sapiens), Q9UNQ0; JC-1 efflux; actives 0.1% (n = 190,000); inhibition, % at 6.6 µM; AID 1325, 2008;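 active means inhibition above 80%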;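 further: 0% = DMSO and 100% = nicardipine control wells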
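Read-out basis: Efflux inhibition in percent versus controls | Test system: ABCG2 IgMXP3 and barcoded ABCB1 CCRF-Adr cell mix | Quantity: 3 million cells/mL in well | Schedule: 10 min at 25 °C | Control set: Nicardipine as high control, DMSO as low control | Reagent: JC-1 as fluorescent efflux pump substrate | Signal: Flow cytometry of retained JC-1 fluorescence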
Bim-Bcl-W – inhibitors of Bim binding to Bcl-W, primary screen, biochemical, multiplexed, bead-based flow cytometry; Bcl-2-like protein 2 (Homo sapiens), Q92843; Bim peptide-Bcl-W binding; inhibition, % at 10 µM; actives 0.02% (n = 190,000); AID 952, 2007;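 further: 0% = bound tracer without compound and 100% = peptide blocker; higher means less fluorescent Bim peptide bound to Bcl-W beads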
RGS4-Gao reg – modulators of RGS4 binding to Galphao, primary screen, biochemical, multiplexed bead flow cytometry; actives 0.33% (n = 220,000); AID 1415, 2008; Guanine nucleotide-binding protein G(o) subunit alpha (Homo sapiens), P09471; actives lie on both sides; binding response (% of control), % at 10 µM; in the data active means binding response below about 49% or above about 150%; inactive means in between;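 further: fluorescent Galphao activated with aluminum fluoride binding bead-coupled RGS4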
ABCB1 block – ABCB1 efflux pump inhibitors, primary screen, cell-based, multiplex, flow cytometry, ABCG2 counter-screen; CCRF-Adr cells, JC-1 efflux; inhibition, % at 6.6 µM; actives 0.067% (n = 190,000); AID 1326, 2008; in the data active means inhibition above about 40%;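 further: 0% = vehicle and 100% = reference inhibitor; higher value means more JC-1 retained so stronger ABCB1 efflux block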
GSH fluor – compound fluorescence on glutathione beads, profiling panel, artefact control, biophysical, 488/530 nm, flow cytometry | GSH beads flow cytometry, compound fluorescence 488/530 nm; active compounds read high | fluorescence (KMESF) at 10 µM | actives 0.25% (n = 190,000); in the data active means fluorescence above about 89;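 further: glutathione beads carrying GST-tagged Bcl family fusion proteins plus one bare bead set; values are compound well signal with DMSO vehicle wells as background; inactives centre near 16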
Bcl-XL Bim block – inhibitors of Bim-Bcl-XL binding, primary screen, biochemical, multiplexed, bead flow cytometry, human Bcl-XL. actives 0.04% (n = 190,000). Bcl-2-like protein 1 (Homo sapiens), Q07817. inhibition, % at 10 µM. AID 1007, 2008. Bim peptide-Bcl-XL binding, fluorescence
Target sequence (Q07817 whole entry, looked up): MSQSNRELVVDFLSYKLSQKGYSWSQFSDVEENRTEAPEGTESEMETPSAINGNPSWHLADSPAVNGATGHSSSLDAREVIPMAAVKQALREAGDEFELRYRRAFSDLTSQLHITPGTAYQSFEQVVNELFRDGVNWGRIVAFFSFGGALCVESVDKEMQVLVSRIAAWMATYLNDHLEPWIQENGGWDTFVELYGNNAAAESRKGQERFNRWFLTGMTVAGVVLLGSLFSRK
* = called active by the depositor; ? = inconclusive; / = no result given; [ ] = remark or other dose. Unless noted, no stated cut-off is given here; in the data, active means inhibition above about 40%.

SMILES	Bim-Bcl-W	RGS4-Gao reg	Bfl-1 Bim block	Bim-Bcl-B	ABCB1 block	Bim-Bcl-2	ABCG2 inh	RGS7-Gao	GSH fluor	Avidin fluor	Bcl-XL Bim block
COCCN(CCOC)c1nc(S(=O)(=O)c2ccc(C)cc2)c(Cl)s1	-6.0	102.0	-5.0	-2.0	1.9	-6.0	4.3	99.3	18	28	-3.0
COc1cccc(C(=O)N2CCN(C(=O)c3cccc4ccccc34)CC2)c1OC	1.0	100.7	-2.0	-4.0	0.4	-3.0	0.3	96.4	23	25	3.0
CCOc1cc(NC(=S)NCC(C)C)c(OCC)cc1NC(=O)c1cccs1	-3.0	112.0	-9.0	-8.0	1.2	-7.0	11.8	114.2	17	9	-7.0
C=CCSc1nnc2c(n1)OC(c1ccco1)Nc1ccccc1-2 (stereo unspecified)	-6.0	101.4	-1.0	-7.0	/	-1.0	8.8	101.8	11	6	-8.0
Cc1cccc(NC(=O)C(=O)NCCCc2ccccc2)c1	0.0	99.7	0.0	-3.0	0.1	0.0	-0.2	97.1	6	3	-2.0
CC(C)C(=O)Nc1cccc(-c2cn3ccccc3n2)c1	-5.0	108.1	-5.0	0.0	0.4	-4.0	10.0	105.5	15	12	-9.0
CC1CCN(c2ccc(NC(=S)NC(=O)c3ccc(-c4cccc([N+](=O)[O-])c4)o3)cc2)CC1	-1.0	91.9	3.0	-2.0	-0.8	-1.0	-4.5	92.8	48	8	-2.0
Cc1ccc(C)c(NC(=S)N/N=C2/CCCCc3ccccc32)c1	-3.0	100.0	-2.0	-7.0	0.1	-1.0	-1.8	101.1	8	3	-12.0
COc1ccc(-n2nc(C(=O)NCC(=O)Nc3ccccn3)c3ccccc3c2=O)cc1Cl	-4.0	167.0*[activator]	-3.0	-2.0	0.9	-4.0	1.3	109.8	19	40	-4.0
COc1ccc(Cc2noc(CN3CCCC(C(=O)c4cccs4)C3)n2)cc1OC (stereo unspecified)	-5.0	101.1	-4.0	-10.0	2.1	-1.0	1.4	99.3	14	1	-6.0
O=C(NCCN1CCOCC1)/C(=C\c1ccc(Br)cc1)NC(=O)c1cccs1	1.0	101.4	0.0	2.0	-0.5	0.0	-4.2	105.0	21	15	3.0
COc1cc(/C=C/CN2CCN(Cc3ccc(C)o3)C(CCO)C2)ccc1O (stereo unspecified)	2.0	102.2	-3.0	0.0	0.2	0.0	0.3	100.8	25	12	1.0
CCC(C)(C(=O)NC1CCCCC1)N(Cc1ccco1)C(=O)CC1NC(=O)NC1=O (stereo unspecified)	-3.0	100.4	-3.0	-5.0	0.6	-4.0	3.0	99.3	12	8	-1.0
CC(=O)NC(c1ccc(F)cc1)c1cccnc1 (stereo unspecified)	0.0	99.9	0.0	0.0	0.6	4.0	1.2	99.8	32	7	-2.0
CC(C)CC(=O)N1CCC(O)(CS(=O)(=O)Cc2ccccc2Cl)CC1	-3.0	103.4	-15.0	-6.0	0.0	-11.0	-0.3	102.8	32	6	-20.0
CCn1nc(C)c(/C=C2\CCCC3=C2OC(N)=C(C#N)C3c2c(C)nn(CC)c2C)c1C (stereo unspecified)	2.0	94.6	0.0	3.0	0.3	1.0	3.2	95.4	9	10	0.0
COc1ccc2cc(CN(CC3CCCO3)C(=S)NCc3ccco3)c(=O)[nH]c2c1 (stereo unspecified)	-5.0	99.2	0.0	-9.0	-0.8	0.0	-2.3	99.8	17	9	-4.0
O=C(COC(=O)COc1ccc(Cl)cc1)Nc1ccc(N2CCOCC2)cc1	1.0	98.8	-4.0	0.0	0.1	-1.0	2.7	95.3	16	10	-1.0
CCN(CC)S(=O)(=O)c1ccc(/C=C/C(=O)Nc2c(C)n(C)n(-c3ccccc3)c2=O)cc1	0.0	93.3	-4.0	-3.0	0.7	-1.0	0.9	?	15	10	-1.0
CN(C)S(=O)(=O)Nc1ccccc1C(N)=O	0.0	101.4	-3.0	-3.0	1.0	-2.0	3.9	99.6	45	34	-1.0

Continuation:
SMILES	Bim-Bcl-W	RGS4-Gao reg	Bfl-1 Bim block	Bim-Bcl-B	ABCB1 block	Bim-Bcl-2	ABCG2 inh	RGS7-Gao	GSH fluor	Avidin fluor	Bcl-XL Bim block
Cc1ccc(C(CC(=O)N2CCCC2)c2ccccc2)c(O)c1C (stereo unspecified)	4.0	100.8	-9.0	-6.0	1.1	-3.0	7.3	100.5	13	11	-3.0
C/C(=N\Nc1ccc(S(=O)(=O)Nc2ccccc2)cc1[N+](=O)[O-])c1ccncc1	-4.0	86.9	-7.0	-10.0	1.0	-14.0	20.6	?	15	10	-5.0
Nc1ccc(C(CC(=O)O)n2cccc2)cc1 (stereo unspecified)	0.0	82.6	-12.0	5.0	-0.2	-3.0	1.2	38.9*	7	13	-2.0
Cc1nnc(SCC(C)C)[nH]c1=O	0.0	95.7	-3.0	-1.0	0.3	-1.0	2.0	94.1	15	8	0.0
CN(C)S(=O)(=O)c1cccc(NC(=O)COC(=O)/C=C/c2cccs2)c1	-1.0	101.1	-4.0	-7.0	0.8	-1.0	8.8	101.1	23	12	-3.0
CCOC(=O)CSc1nc2cc(OC)ccc2cc1C#N	-2.0	95.4	-3.0	3.0	-5.3	-2.0	-3.9	96.0	29	10	-1.0
COc1ccc(CNCC(O)(c2ccc(F)cc2)c2ccc(F)cc2)cc1	-4.0	99.2	-7.0	-6.0	2.2	-4.0	2.8	101.8	16	11	-3.0
Cc1ccccc1OCCN(C#N)c1nc(N(C)C)nc(N(C)C)n1	-1.0	102.8	-2.0	-3.0	1.3	-3.0	12.3	99.0	9	10	0.0
Cc1nc(C)c(C(=O)NNS(=O)(=O)c2ccc([N+](=O)[O-])cc2)s1	0.0	103.7	1.0	0.0	0.2	-1.0	1.2	99.1	6	2	1.0
Cc1ccc2c(c1)c1c3n2CCN(C(=O)C2CC2)C3CCC1 (stereo unspecified)	4.0	99.9	-7.0	-4.0	0.3	-5.0	1.9	98.4	20	8	-3.0
Cc1nc2ccc(NC(=S)NC3CCCCC3)cc2nc1C	-2.0	100.8	-3.0	-11.0	0.5	-3.0	10.4	104.6	18	6	-4.0
COc1ccccc1NC(=O)c1ccc(C(=O)c2ccccc2)o1	3.0	101.2	-3.0	-1.0	0.7	2.0	36.5	98.3	9	9	1.0
CCOC(=O)N/N=C/c1c(F)c(F)c(F)c(F)c1F	-4.0	103.2	-2.0	-4.0	-0.3	-2.0	4.2	104.4	6	12	-3.0
COCCNC(=S)NCCc1ccc(Cl)cc1Cl	0.0	99.3	-2.0	-2.0	0.2	-2.0	7.9	?	17	9	-2.0
Cc1cccc(OCCCCCn2ccnc2)c1C	4.0	103.0	-8.0	-4.0	0.1	-4.0	0.9	102.7	6	7	-2.0
CCSc1ccc2nnc(-c3cccs3)n2n1	2.0	98.1	-3.0	1.0	0.9	0.0	2.8	95.9	9	5	1.0
Cc1cc(C)cc(N(CC(=O)O)S(=O)(=O)c2c(C)[nH]c(=O)[nH]c2=O)c1	0.0	94.5	-1.0	-5.0	0.9	-2.0	0.9	95.7	14	5	-2.0
CC(=O)c1cccc(N=Nc2c(-c3ccccc3)[nH]n(-c3ccccc3)c2=O)c1	0.0	94.5	-4.0	1.0	-0.1	-1.0	20.7	96.7	9	11	1.0
Cc1ccc(S(=O)(=O)Nc2ccc(C(N)=O)cc2)cc1[N+](=O)[O-]	-1.0	103.7	-6.0	-2.0	1.8	-2.0	11.1	109.2	12	20	-3.0
CCCCn1nnnc1SCC(=O)c1ccccc1F	0.0	98.6	0.0	-2.0	-0.3	-4.0	0.7	93.1	12	8	0.0

Next section
SMILES	Bim-Bcl-W	RGS4-Gao reg	Bfl-1 Bim block	Bim-Bcl-B	ABCB1 block	Bim-Bcl-2	ABCG2 inh	RGS7-Gao	GSH fluor	Avidin fluor	Bcl-XL Bim block
FC(F)(F)c1cccc(NC(=S)NCC2COc3ccccc3O2)c1 (stereo unspecified)	-4.0	102.0	-2.0	-3.0	-0.3	-1.0	2.1	103.5	6	14	-5.0
Cc1ccsc1/C=C(\C(=O)c1ccc(OC(C)C)cc1)c1nc2ccccc2o1	-3.0	94.8	-1.0	-5.0	3.8	-1.0	21.5	94.5	25	5	-6.0
O=C(NNS(=O)(=O)c1ccc(Cl)cc1)c1cnn(-c2ccccc2)c1-n1cccc1	0.0	101.8	1.0	1.0	0.5	3.0	1.1	106.6	13	44	-2.0
O=C(CSc1nnc(Cn2cnc3ccccc32)o1)c1ccccc1	-1.0	94.0	-5.0	-4.0	-4.4	-4.0	-3.4	99.5	20	7	0.0
Nc1nc2n(n1)C(c1ccco1)CC(c1ccc(F)cc1)N2 (stereo unspecified)	1.0	107.1	-10.0	-6.0	0.2	-7.0	0.5	104.2	21	13	-5.0
COc1ccc(C2=NO[C@@H]3C(=O)N(c4ccc(C)cc4C)C(=O)[C@H]23)cc1OC	-5.0	102.6	-15.0	-9.0	0.4	-6.0	2.5	98.1	29	12	-7.0
Cc1ccc(Cc2cnc(NC(=O)c3cccs3)s2)cc1	-3.0	94.1	-2.0	-2.0	0.2	-4.0	3.3	94.1	10	10	-2.0
COc1ccc(N2CCN(C(=S)Nc3cc(C)cc(C)c3)CC2)cc1	-3.0	99.9	-19.0	-10.0	0.7	-10.0	9.9	98.3	34	12	-9.0
COc1cc(S(=O)(=O)NC2CCCCC2C)ccc1-n1cnnn1 (stereo unspecified)	-1.0	99.9	-6.0	-4.0	0.7	-5.0	1.6	102.3	14	12	-3.0
CN1CCN(c2ccccc2NC(=O)COc2ccccc2)CC1	-3.0	104.8	-1.0	-3.0	2.0	0.0	2.4	100.6	23	13	-5.0
CCOc1ccc(NC2OC(CO)C(O)C(O)C2O)c([N+](=O)[O-])c1 (stereo unspecified)	-1.0	106.0	5.0	3.0	0.1	5.0	2.5	99.2	18	10	-1.0

For reference, some entries already given.
SMILES	Bim-Bcl-W	RGS4-Gao reg	Bfl-1 Bim block	Bim-Bcl-B	ABCB1 block	Bim-Bcl-2	ABCG2 inh	RGS7-Gao	GSH fluor	Avidin fluor	Bcl-XL Bim block
CN1CCN(c2ccccc2NC(=O)COc2ccccc2)CC1	-3.0	104.8	-1.0	-3.0	2.0	0.0	2.4	100.6	23	13	-5.0
CCOc1ccc(NC2OC(CO)C(O)C(O)C2O)c([N+](=O)[O-])c1 (stereo unspecified)	-1.0	106.0	5.0	3.0	0.1	5.0	2.5	99.2	18	10	-1.0

Screens as filed in PubChem.
